M4 antag – human M4 muscarinic receptor antagonists, primary screen, CHO cells, Fluo-8 calcium fluorescence | 0.73% of 360,000 active | Muscarinic acetylcholine receptor M4 (Homo sapiens), P08173 | AID 624125, 2012 | CHO-hM4 cells, ACh EC80 | inhibition, % at 3 µM;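 active = inhibition above its plate's cutoff, the mean inhibition of sample wells plus 3 SD, cut at about 27% in these data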;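 also: 0% = acetylcholine EC80 with DMSO and 100% = DMSO without agonist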
Target sequence (P08173 whole entry, looked up): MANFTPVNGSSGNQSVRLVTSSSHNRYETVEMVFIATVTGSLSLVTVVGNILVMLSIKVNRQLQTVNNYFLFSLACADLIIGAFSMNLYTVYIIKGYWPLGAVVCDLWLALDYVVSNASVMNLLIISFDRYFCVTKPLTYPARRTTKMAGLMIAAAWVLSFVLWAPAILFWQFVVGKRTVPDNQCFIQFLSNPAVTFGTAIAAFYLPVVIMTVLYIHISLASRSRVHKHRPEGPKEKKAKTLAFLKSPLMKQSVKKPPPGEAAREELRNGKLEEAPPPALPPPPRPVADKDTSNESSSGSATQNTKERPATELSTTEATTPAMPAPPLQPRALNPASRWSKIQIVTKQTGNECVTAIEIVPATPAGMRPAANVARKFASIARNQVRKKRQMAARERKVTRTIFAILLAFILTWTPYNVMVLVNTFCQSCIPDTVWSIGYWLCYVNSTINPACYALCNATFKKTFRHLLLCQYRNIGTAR
M5 PAM – human M5 muscarinic receptor positive allosteric modulators, primary screen, CHO-K1 cells, Fluo-8 calcium fluorescence. Muscarinic acetylcholine receptor M5 (Homo sapiens), P08912. CHO-K1 hM5, ACh EC20 PAM; 0% = ACh EC20, 100% = ACh EC100. activation, % at 3 µM. 0.3% of 360,000 active;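 active = activation above the run cutoff, the mean activation of all test compounds plus 3 SD, cut at about 18% in these data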
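Replicates: One well per compound, no replicates | System: Human M5 receptor in CHO-K1 cells | Benchmarks: Low control EC20 acetylcholine (0%), high control EC100 acetylcholine (100%) | Probe or stimulus: Acetylcholine, EC20 level | Times: Fluo-8 loading 80 min at 37 °C plus 30 min room temperature | Signal: Intracellular calcium via Fluo-8 fluorescence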
CHRM1 PAM – human M1 muscarinic receptor positive allosteric modulators, primary screen, CHO-K1 cells, Fluo-8 calcium fluorescence, 1536-well. Muscarinic acetylcholine receptor M1 (Homo sapiens), P11229. CHO-K1 hM1, ACh EC20; 0% = ACh EC20, 100% = maximal ACh. activation, % at 3 µM. 0.088% of 360,000 active. AID 588819, 2011; in the data active = activation above about 19%, passing the limit was not always enough
CHRM1 agonist – human M1 muscarinic receptor agonists, primary screen, Fluo-8 calcium fluorescence, CHO-K1 cells, HTS | Muscarinic acetylcholine receptor M1 (Homo sapiens), P11229 | CHO-K1 hM1, agonist mode; 0% DMSO, 100% acetylcholine EC100 | activation, % at 3 µM | 0.33% of 360,000 active | AID 588814, 2011;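 active = activation above the run's mean compound activation plus 3 SD, cut at about 16% in these data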;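 also: peak over basal fluorescence ratio within a 140 s kinetic read after compound addition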
CHRM5 agonist – human M5 muscarinic receptor agonists, primary screen, CHO-K1 cells, Fluo-8 calcium fluorescence; Muscarinic acetylcholine receptor M5 (Homo sapiens), P08912; AID 624037, 2012; activation, % at 3 µM; CHO-K1 hM5 cells; 0% DMSO wells, 100% maximal acetylcholine response; 0.19% of 360,000 active;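 active = activation above the run's mean over test compounds plus 3 SD, cut at about 23% in these data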;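 also: signal is peak over basal fluorescence ratio across the kinetic read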
CHRM5 antagonist – human M5 muscarinic receptor antagonists, primary screen, CHO cells, Fluo-8 calcium fluorescence | 0.59% of 360,000 active | AID 624040, 2012 | CHO-hM5 cells, ACh EC80 | inhibition, % at 3 µM;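 active = inhibition above a per-plate cutoff, the mean of that plate's test compounds plus 3 SD, cut at about 27% in these data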;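 also: 0% = acetylcholine EC80 with DMSO and 100% = DMSO without agonist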
M4 ag – human M4 muscarinic receptor agonists, primary screen, CHO-K1 cells, Fluo-8 calcium fluorescence | CHO-K1 hM4/Gqi5; vehicle 0%, full acetylcholine response 100% | activation, % at 3 µM | 0.14% of 360,000 active | AID 624127, 2012;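 active = activation above the run mean over all test wells plus 3 SD, cut at about 32% in these data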;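 also: peak over basal fluorescence ratio per well then scaled between controls; 0% = DMSO wells and 100% = acetylcholine at EC100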
TAAR1 ag – human TAAR1 agonists, primary screen, Fluo-8 calcium fluorescence, CHO RD-HGA16 cells; Trace amine-associated receptor 1 (Homo sapiens), Q96RJ0; vehicle wells 0%, saturating PEA agonist 100%; activation, % at 3 µM; 0.99% of 360,000 active;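 active = activation above the mean activation of all test compounds in the run plus 3 SD, cut at about 38% in these data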
Target sequence (Q96RJ0 whole entry, looked up): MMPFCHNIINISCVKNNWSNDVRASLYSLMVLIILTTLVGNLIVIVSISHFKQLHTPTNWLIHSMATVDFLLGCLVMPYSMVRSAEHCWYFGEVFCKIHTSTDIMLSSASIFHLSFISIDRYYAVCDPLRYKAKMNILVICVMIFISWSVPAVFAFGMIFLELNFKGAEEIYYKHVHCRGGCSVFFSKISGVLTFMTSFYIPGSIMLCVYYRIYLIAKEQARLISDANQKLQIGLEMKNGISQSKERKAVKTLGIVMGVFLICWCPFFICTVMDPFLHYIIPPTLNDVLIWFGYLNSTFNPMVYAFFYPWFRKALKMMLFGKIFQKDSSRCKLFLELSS
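System: CHO-derived RD-HGA16 cells with stable Gα16 and human TAAR1 / Times: 17-24 h plating, Fluo-8 75 min 37 °C, 30 min RT / Technique: calcium-sensitive Fluo-8 signal, excitation 470-495, emission 515-575 nm / Measure: % activation relative to PEA EC100 response / Benchmarks: DMSO and PEA EC100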
M1 antag – human M1 muscarinic receptor antagonists, primary screen, CHO-K1 cells, Fluo-8 calcium fluorescence, 1536-well; Muscarinic acetylcholine receptor M1 (Homo sapiens), P11229; CHO-K1 hM1, ACh EC80 antagonist; inhibition, % at 3 µM; 1.3% of 360,000 active; AID 588852, 2011;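 active = percent inhibition above its own plate's cutoff, namely the mean of that plate's compound wells plus 3 SD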;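 also: peak over basal fluorescence ratio during 140 s after agonist addition; 0% = ACh EC80 plus DMSO and 100% = DMSO alone without agonist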
An asterisk follows results filed as active; / = not tested or not shown. This is a subset (hit frequency here may not be typical).

SMILES | M4 antag | M5 PAM | CHRM1 PAM | CHRM1 agonist | CHRM5 agonist | CHRM5 antagonist | M4 ag | TAAR1 ag | M1 antag
CCOC(=O)C1=C(COC(=O)c2ccc(Br)o2)NC(=O)NC1C (stereo unspecified) | -7.6 | -0.2 | -5.0 | -2.1 | 0.7 | -4.0 | 1.5 | 1.1 | -5.3
O=C1C=C(Nc2ccc(Cl)cc2)C(=O)N1c1ccc(Cl)cc1 | -0.9 | -5.6 | 6.5 | -7.6 | -1.9 | 6.2 | 0.8 | -0.4 | -5.5
COc1ccc(-n2c(O)c(/C=N/NS(=O)(=O)c3ccc(C)c([N+](=O)[O-])c3)c3ccccc3c2=O)cc1OC | 0.8 | -0.8 | 3.3 | 2.3 | 9.9 | 5.7 | 3.1 | 42.4* | -1.3
CCOC(=O)c1c(CC(C)C)csc1/N=C/C1C(=O)CC(C)(C)CC1=O | -3.5 | 1.4 | -4.2 | -2.5 | 13.3 | 6.9 | 5.5 | 11.3 | 4.0
O=C1NN=C(c2ccc(Cl)cc2)CC1c1c[nH]c2ccccc12 (stereo unspecified) | -1.1 | -0.2 | 1.1 | -3.2 | 2.1 | 9.3 | 3.0 | 2.0 | 1.5
CCOc1ccccc1CN1CCN(Cc2c[nH]c3ccccc23)CC1CCO (stereo unspecified) | 7.3 | -7.2 | 5.4 | -7.8 | -8.6 | 13.1 | 0.9 | 1.6 | -11.6
COC(=O)c1cc(Br)c(=O)n(-c2ccccc2F)c1 | -9.1 | -7.5 | 4.6 | -3.3 | -3.3 | -0.1 | 0.0 | 1.8 | -2.7
Cc1ccc(-c2nc(CS(=O)CC(=O)NCCCN3CCN(Cc4ccccc4)CC3)c(C)o2)cc1 (stereo unspecified) | -1.1 | -6.3 | -0.3 | -3.9 | -7.5 | 20.7 | 4.9 | -0.4 | 13.9
NC(=O)c1ccc(NC(=O)COC(=O)/C=C/c2cn(-c3ccccc3)nc2-c2cccnc2)cc1 | 0.8 | -7.6 | -3.1 | -6.1 | 0.8 | 8.7 | 1.6 | 4.2 | 0.4
COc1ccc(CCNC(=O)COc2ccc(C)nc2[N+](=O)[O-])cc1OC | 9.4 | -0.5 | 3.0 | -2.1 | 0.1 | 3.6 | 1.2 | 0.2 | -5.3
FC(F)(F)c1cccc(CN2CCCCCC2)c1 | 7.8 | -1.4 | 3.2 | -6.4 | -4.0 | 5.7 | 0.4 | 18.3 | -1.5
O=C(O)C1CCN(S(=O)(=O)c2ccc3[nH]ccc3c2)CC1 | 1.9 | -2.1 | -7.0 | -2.7 | 1.4 | -1.6 | 1.6 | 4.1 | 19.7
CCCCn1c(N)c(N(CCOC)C(=O)C2CC(=O)N(Cc3ccc(C)cc3)C2)c(=O)[nH]c1=O (stereo unspecified) | -1.8 | 1.2 | 11.5 | -1.8 | -2.9 | 7.8 | 0.3 | 1.4 | -18.6
C=CC(=O)Oc1ccc(N2Cc3ccccc3C2=O)cc1 | 9.8 | 2.1 | 9.7 | -6.9 | -7.0 | 7.7 | 3.4 | / | -14.1
O=C(Cc1ccc(Cl)cc1)Nc1cccc2ncccc12 | -7.1 | -0.6 | -1.1 | -3.2 | 0.7 | 6.2 | 3.4 | 9.9 | -4.2
Cc1cc(C)n2nc(SCc3nnc(SCc4ccccc4Cl)s3)nc2n1 | 2.5 | -2.2 | 2.3 | -1.0 | 0.4 | 2.9 | 1.7 | 1.3 | -10.4
COc1ccc(-c2ccc(C(=O)Nc3cccc(F)c3)c3occc23)c(C)c1 | 4.5 | -5.5 | -3.9 | -2.4 | -2.0 | 0.5 | 0.4 | 2.8 | 4.2
COC(=O)C1=C(C)NC(=O)/C1=C\c1cc(C)n(-c2ccccc2F)c1C | -3.3 | 2.7 | 9.4 | -4.6 | 2.3 | -4.4 | 1.8 | 1.1 | -4.0
CCCCC(=O)NC(=S)Nc1c(C)cc(Br)cc1C | -3.2 | -4.3 | -7.9 | -9.3 | -3.4 | 3.3 | 1.7 | 7.4 | -0.6
Cc1cc(C)c(NC(=O)CN2CCOCCOCCOCCOCC2)c(C)c1 | 8.2 | 4.5 | 12.9 | 0.7 | 0.2 | -5.3 | -0.1 | 4.1 | -18.7
O=C(Nc1ccccc1F)Nc1ccccc1Br | -13.3 | -0.4 | 1.1 | -11.4 | -3.1 | -1.9 | -1.5 | 6.0 | -2.3
CCCn1nnnc1NC(=O)COc1ccc(CC)cc1 | 13.8 | -1.4 | 1.4 | 6.0 | 0.7 | 1.8 | 0.5 | 2.4 | -3.9
COc1ccc(C(=O)N2C(=O)c3ccc(N)cc3C2=O)cc1 | -0.3 | -11.3 | -3.9 | -3.1 | 2.2 | 15.3 | 12.8 | 2.3 | 9.2
O=C(O)c1cccc(N2C(=O)c3cccc4c(Cl)ccc(c34)C2=O)c1 | 1.0 | -2.0 | -0.2 | -6.7 | -1.9 | -3.9 | 2.0 | -0.3 | 0.0
COc1ccc(C(=O)COC(=O)CNC(=O)c2ccc(Cl)cc2Cl)c(OC)c1 | 5.2 | -2.8 | 1.1 | -3.8 | -1.8 | 5.8 | 2.2 | 0.4 | -1.4
COc1cccc(/C=N/Nc2snc(SC)c2C#N)c1 | 2.6 | -4.6 | 5.6 | 2.7 | 5.0 | 4.5 | 1.3 | 41.9* | -9.0
O=C(NCc1cccnc1)c1csc([C@@H]2O[C@H](CO)[C@H](O)[C@H](O)[C@H]2O)n1 | -16.5 | -0.5 | 18.3 | 2.9 | 0.3 | -5.3 | 0.2 | 2.2 | -12.6
CC(OC(=O)c1cccc(-n2cnnn2)c1)C(=O)N(C)c1ccccc1 (stereo unspecified) | 0.1 | 0.3 | 13.4 | -0.8 | -3.1 | 10.7 | 1.2 | 3.8 | -13.0
Cc1ccc(Cl)cc1N1CCN(C(=O)C2CCN(c3nnc(-n4cccc4)s3)CC2)CC1 | -13.2 | -13.4 | -7.4 | -5.9 | 0.9 | 3.7 | 6.0 | 1.1 | 2.1
COc1cccc(N2CCN(C(=O)c3ccc4ccccc4c3)CC2)c1 | -8.6 | -7.1 | 16.9 | -1.5 | -5.1 | 4.1 | 0.5 | 3.0 | -8.3
CN1CCN(c2ccc(NC(=O)c3cccs3)cc2)CC1 | -9.9 | 8.3 | 14.6 | -12.8 | -2.8 | -5.8 | 1.0 | 6.6 | -14.2
COC(=O)c1cnn2c1C(=O)N(Cc1cccs1)CC2 | -1.4 | -15.8 | -9.2 | -4.4 | 1.3 | 15.2 | 20.1 | 4.3 | 20.2
COc1ccc2[nH]c3c(C)c4ccncc4c(C)c3c2c1 | -2.7 | -2.3 | 6.1 | -6.8 | 2.4 | 5.6 | 10.6 | 1.0 | -11.5
COc1cccc(/C=N/NC(=O)C(C)Sc2ccccc2)c1 (stereo unspecified) | -9.7 | 1.6 | 6.7 | -2.6 | 0.1 | -9.6 | 5.5 | 4.9 | -7.4
O=C(Nc1cc2c3c(c1)CC(=O)N3CCC2)c1ccccc1F | -20.3 | 5.3 | 2.7 | -3.0 | -1.7 | -17.2 | 1.5 | 0.1 | -1.4
CN1CC(=O)N(CC(=O)Nc2ccc(Cl)c(C(F)(F)F)c2)C1=O | -6.0 | 0.3 | 6.8 | -3.1 | -1.6 | -3.7 | 4.8 | 23.8 | -12.1
COC(=O)c1cc(NS(=O)(=O)c2cccs2)cc(NS(=O)(=O)c2cccs2)c1 | -3.0 | 9.8 | 13.4 | -2.7 | -3.0 | -10.5 | -0.2 | 3.2 | -14.8
CCC(C)NC(=O)CSc1nc(-c2cccs2)cc(C(F)(F)F)n1 (stereo unspecified) | 11.4 | -5.3 | 3.8 | -3.9 | 0.0 | 3.0 | 0.8 | 3.7 | -23.6
Cc1ccc(Nc2cc(C)nc3ccccc23)c(C)c1 | 6.8 | -18.5 | -1.3 | -1.6 | -5.0 | 24.2 | 14.5 | -0.3 | 0.1
COc1ccccc1CCC(=O)OCC(=O)NC1CCCCC1 | -11.7 | -2.5 | 7.7 | -4.9 | -4.0 | 13.4 | 0.6 | 3.2 | -10.1

Part of the list above, showing only M4 ag, M5 PAM and CHRM5 antagonist:
molecule	M4 ag	M5 PAM	CHRM5 antagonist
COC(=O)c1cc(NS(=O)(=O)c2cccs2)cc(NS(=O)(=O)c2cccs2)c1	-0.2	9.8	-10.5
Cc1ccc(Nc2cc(C)nc3ccccc23)c(C)c1	14.5	-18.5	24.2

(next part)
SMILES | M4 antag | M5 PAM | CHRM1 PAM | CHRM1 agonist | CHRM5 agonist | CHRM5 antagonist | M4 ag | TAAR1 ag | M1 antag
Cc1ccccc1NC(=O)CCN1C(=O)c2ccccc2C1=O | -5.6 | 9.0 | 8.0 | -0.3 | 1.8 | -0.3 | 0.3 | 2.9 | -7.0
CC1Cc2nc(SCC(N)=O)n(C)c(=O)c2S1 (stereo unspecified) | 11.8 | -0.7 | -2.0 | 0.8 | 2.0 | 3.5 | -0.1 | 1.3 | 5.5
CCOC(=O)[C@H]1[C@H]2COc3cc(OC)ccc3[C@@H]2N2C(=O)c3c(C)cc(C)cc3NC(=O)[C@@]12C | -20.3 | 3.1 | 15.9 | -1.9 | -3.3 | -3.0 | 2.4 | 4.8 | -5.2
CCNC(=O)C1(C)CCN1Cc1cc(-c2ccccc2)n(C)n1 (stereo unspecified) | -3.5 | 1.5 | 2.4 | -3.9 | 0.3 | -0.1 | 0.5 | 0.6 | -4.4
CC1Cc2ccccc2N1C(=O)CN(C)S(=O)(=O)c1cccc2cccnc12 (stereo unspecified) | -5.1 | -6.6 | -2.4 | -0.6 | -0.5 | 2.4 | 14.9 | 6.4 | -2.4

3 neighbouring records already listed:
SMILES | M4 antag | M5 PAM | CHRM1 PAM | CHRM1 agonist | CHRM5 agonist | CHRM5 antagonist | M4 ag | TAAR1 ag | M1 antag
CC1Cc2nc(SCC(N)=O)n(C)c(=O)c2S1 (stereo unspecified) | 11.8 | -0.7 | -2.0 | 0.8 | 2.0 | 3.5 | -0.1 | 1.3 | 5.5
CCOC(=O)[C@H]1[C@H]2COc3cc(OC)ccc3[C@@H]2N2C(=O)c3c(C)cc(C)cc3NC(=O)[C@@]12C | -20.3 | 3.1 | 15.9 | -1.9 | -3.3 | -3.0 | 2.4 | 4.8 | -5.2
CCNC(=O)C1(C)CCN1Cc1cc(-c2ccccc2)n(C)n1 (stereo unspecified) | -3.5 | 1.5 | 2.4 | -3.9 | 0.3 | -0.1 | 0.5 | 0.6 | -4.4

Assay outcomes from PubChem.
